Screening data deposited in PubChem by several laboratories.
CHRM5 agonist = agonists of human muscarinic M5 receptor (CHRM5); P08912; actives 0.19% (n = 360,000); activation, % at 3 µM; AID 624037; CHO-K1 hM5 cells, Fluo-8 calcium fluorescence; 0% DMSO wells, 100% maximal acetylcholine response;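 active = activation above the run's mean over test compounds plus 3 SD, cut at about 23% in these data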;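 also: signal is peak over basal fluorescence ratio across the kinetic read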
M4 ag = CHRM4 agonism in calcium assay | P08173 | CHO-K1 hM4/Gqi5, Fluo-8 calcium fluorescence; vehicle 0%, full acetylcholine response 100% | activation, % at 3 µM | actives 0.14% (n = 360,000);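 active = activation above the run mean over all test wells plus 3 SD, cut at about 32% in these data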;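 also: peak over basal fluorescence ratio per well then scaled between controls; 0% = DMSO wells and 100% = acetylcholine at EC100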
Target sequence (P08173 whole entry, looked up): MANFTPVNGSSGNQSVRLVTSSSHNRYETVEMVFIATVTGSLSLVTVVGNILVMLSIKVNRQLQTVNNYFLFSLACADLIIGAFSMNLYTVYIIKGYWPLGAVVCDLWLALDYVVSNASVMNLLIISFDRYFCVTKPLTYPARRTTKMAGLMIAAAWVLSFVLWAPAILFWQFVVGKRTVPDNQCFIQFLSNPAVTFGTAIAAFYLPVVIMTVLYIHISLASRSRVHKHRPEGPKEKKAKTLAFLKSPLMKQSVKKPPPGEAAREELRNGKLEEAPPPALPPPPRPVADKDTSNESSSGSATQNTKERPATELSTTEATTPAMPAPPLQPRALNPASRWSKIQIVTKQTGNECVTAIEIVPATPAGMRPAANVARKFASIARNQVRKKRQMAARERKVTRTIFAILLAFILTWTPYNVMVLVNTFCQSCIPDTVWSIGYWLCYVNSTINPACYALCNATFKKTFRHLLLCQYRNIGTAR
M5 antag = CHRM5 antagonism in calcium assay | AID 624040 | CHO-hM5 cells, Fluo-8 calcium fluorescence, ACh EC80 | P08912 | actives 0.59% (n = 360,000) | inhibition, % at 3 µM;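 active = inhibition above a per-plate cutoff, the mean of that plate's test compounds plus 3 SD, cut at about 27% in these data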;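 also: 0% = acetylcholine EC80 with DMSO and 100% = DMSO without agonist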
M4 PAM = potentiates acetylcholine response at human M4 receptor; actives 0.4% (n = 360,000); CHO-K1 hM4/Gqi5, Fluo-8 calcium fluorescence, ACh EC20; 0% = ACh EC20, 100% = maximal ACh; activation, % at 3 µM;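 active = activation above its plate's cutoff, the mean activation of sample wells plus 3 SD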; also: some results filed as inactive read as strong as hits
M1 PAM = positive allosteric modulators of human M1 muscarinic receptor; P11229; CHO-K1 hM1, Fluo-8 calcium fluorescence, ACh EC20; 0% = ACh EC20, 100% = maximal ACh; activation, % at 3 µM; actives 0.088% (n = 360,000); AID 588819; in the data active = activation above about 19%, passing the limit was not always enough
Target sequence (P11229 whole entry, looked up): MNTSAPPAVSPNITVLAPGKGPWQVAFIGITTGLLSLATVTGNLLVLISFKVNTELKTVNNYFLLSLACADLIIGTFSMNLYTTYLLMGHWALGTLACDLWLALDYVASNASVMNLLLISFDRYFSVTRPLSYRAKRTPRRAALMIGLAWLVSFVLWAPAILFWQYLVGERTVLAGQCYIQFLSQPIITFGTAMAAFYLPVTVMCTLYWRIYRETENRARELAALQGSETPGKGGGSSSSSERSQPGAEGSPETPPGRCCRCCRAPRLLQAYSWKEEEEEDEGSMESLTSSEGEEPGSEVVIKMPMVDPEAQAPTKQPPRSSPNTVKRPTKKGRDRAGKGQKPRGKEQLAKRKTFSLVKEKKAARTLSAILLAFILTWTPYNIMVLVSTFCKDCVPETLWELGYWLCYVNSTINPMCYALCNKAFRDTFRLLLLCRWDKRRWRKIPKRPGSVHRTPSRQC
CRFBP-R2 agonist = agonists of human CRF-binding protein/CRF-R2 receptor complex | HEK293 CRF-R2/CRF-BP, calcium dye fluorescence (FLIPR); percent of saturating CRF peptide response | activation, % at 13.2 µM | actives 0.46% (n = 350,000);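 active = activation of at least 50%, plus an integration ratio under a set limit after plate pattern correction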;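 also: plate controls were neutral control wells without compound for no effect and CRF at EC100 for full effect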
M4 antag = antagonists of human muscarinic M4 receptor (CHRM4). P08173. AID 624125. actives 0.73% (n = 360,000). inhibition, % at 3 µM. CHO-hM4 cells, ACh EC80, Fluo-8 calcium fluorescence;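 active = inhibition above its plate's cutoff, the mean inhibition of sample wells plus 3 SD, cut at about 27% in these data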;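 also: 0% = acetylcholine EC80 with DMSO and 100% = DMSO without agonist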
M5 PAM = potentiates acetylcholine response at human M5 receptor; P08912; CHO-K1 hM5, Fluo-8 calcium, ACh EC20 PAM; 0% = ACh EC20, 100% = ACh EC100; activation, % at 3 µM; actives 0.3% (n = 360,000);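 active = activation above the run cutoff, the mean activation of all test compounds plus 3 SD, cut at about 18% in these data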
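Probe or stimulus: acetylcholine, EC20 level; Assay system: human M5 receptor in CHO-K1 cells; Schedule: compound preincubation 140 s before EC20 acetylcholine addition; Technique: intracellular calcium via Fluo-8 fluorescence; Dosing: single-point, 3 µM nominal; Read-out basis: percent activation from peak-over-basal fluorescence ratio, scaled EC20-to-EC100 acetylcholine; Repeats: one well per compound, no replicates.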
CHRM1 antagonist = antagonists of human M1 muscarinic receptor | inhibition, % at 3 µM | CHO-K1 hM1, Fluo-8 calcium fluorescence, ACh EC80 antagonist | actives 1.3% (n = 360,000);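 active = percent inhibition above its own plate's cutoff, namely the mean of that plate's compound wells plus 3 SD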;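 also: peak over basal fluorescence ratio during 140 s after agonist addition; 0% = ACh EC80 plus DMSO and 100% = DMSO alone without agonist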
Starred values were filed as active, the others as inactive.

For COc1cccc(CNS(=O)(=O)c2ccc(-n3cnnn3)c(C)c2)c1 the results were CHRM5 agonist 2.2, M4 ag 3.2, M5 antag 3.5, M4 PAM -1.2, M1 PAM -1.9, CRFBP-R2 agonist 0.6, M4 antag 0.8, M5 PAM -2.8 and CHRM1 antagonist 3.6.
`CCOC(=O)c1ccc(NC(=O)CSc2nnnn2CCCO)cc1` gave CHRM5 agonist -0.3, M4 ag 0.8, M5 antag -1.7, M4 PAM -2.0, M1 PAM -1.2, CRFBP-R2 agonist -0.8, M4 antag -0.6, M5 PAM 0.2 and CHRM1 antagonist 1.0.
Screening O=C(NCc1ccccc1Cl)C1CCN(S(=O)(=O)N2CCCCC2)CC1 returned CHRM5 agonist -1.4, M4 ag 2.0, M5 antag 2.2, M4 PAM 7.3, M1 PAM -0.7, CRFBP-R2 agonist -1.4, M4 antag -0.4, M5 PAM -5.3 and CHRM1 antagonist -0.5.
For O=C(NCc1cccnc1)NC1(C(F)(F)F)Oc2ccc(Cl)cc2O1 (centres undefined) the results were CHRM5 agonist -3.3, M4 ag 1.0, M5 antag -2.4, M4 PAM -11.4, M1 PAM -13.4, CRFBP-R2 agonist 0.7, M4 antag 5.7, M5 PAM -2.4 and CHRM1 antagonist 6.7.
`c1cn2cc(CSC3CCCCC3)nc2s1` gave CHRM5 agonist -3.0, M4 ag 0.0, M5 antag -3.0, M4 PAM -4.4, M1 PAM 8.0, CRFBP-R2 agonist -2.8, M4 antag -5.3, M5 PAM 1.8 and CHRM1 antagonist -15.1.
For C=C1C(=O)O[C@@H]2[C@H]1CC[C@H](C)[C@]1(O)CCC(=O)[C@@]21C the results were CHRM5 agonist -2.4, M4 ag 0.2, M5 antag 11.0, M4 PAM 0.6, M1 PAM 9.8, CRFBP-R2 agonist -1.4, M4 antag -13.1, M5 PAM -3.4 and CHRM1 antagonist -11.8.
`COCCCNC(=O)CCc1c(C)c2cc3c(C)coc3cc2oc1=O` gave CHRM5 agonist 4.3, M4 ag 7.9, M5 antag 14.8, M4 PAM 0.8, M1 PAM 11.2, CRFBP-R2 agonist -0.8, M4 antag -3.3, M5 PAM -7.6 and CHRM1 antagonist -13.3.
`COc1cc(OC)c(C(=O)NNC(=O)c2ccccc2-n2cccc2)cc1OC` gave CHRM5 agonist 1.8, M4 ag 2.2, M5 antag -6.5, M4 PAM 10.3, M1 PAM 6.3, CRFBP-R2 agonist -1.5, M4 antag -14.6, M5 PAM 3.3 and CHRM1 antagonist -9.2.
`Fc1cccc(Cl)c1CSc1nnc(CN2CCOCC2)n1-c1ccccc1` gave CHRM5 agonist 0.1, M4 ag 1.8, M5 antag -2.9, M4 PAM 1.1, M1 PAM 8.8, CRFBP-R2 agonist -1.1, M4 antag 3.2, M5 PAM 1.9 and CHRM1 antagonist -7.2.
For O=C(Nc1ncn[nH]1)c1ccc([N+](=O)[O-])cc1[N+](=O)[O-] the results were CHRM5 agonist 4.0, M4 ag -0.1, M5 antag -1.6, M4 PAM 5.7, M1 PAM 13.6, CRFBP-R2 agonist 1.1, M4 antag 3.1, M5 PAM 4.5 and CHRM1 antagonist -17.8.
COc1ccc(C(=S)N2CCOCC2)cc1OC(=O)c1ccccc1 was read as CHRM5 agonist 2.1, M4 ag 1.5, M5 antag 10.0, M4 PAM -0.4, M1 PAM 10.8, CRFBP-R2 agonist -1.6, M4 antag -2.2, M5 PAM -3.4 and CHRM1 antagonist -12.2.
Screening COc1ccccc1NS(=O)(=O)c1cc(-c2cnc(C3CC3)o2)ccc1C returned CHRM5 agonist -4.2, M4 ag 5.7, M5 antag -10.3, M4 PAM -1.6, M1 PAM 6.1, CRFBP-R2 agonist -0.4, M4 antag -0.6, M5 PAM 5.6 and CHRM1 antagonist -9.2.
`O=C(Nn1cnnc1)c1ccc(OC(F)(F)C(F)C(F)(F)F)cc1` (centres undefined) gave CHRM5 agonist -4.1, M4 ag 1.7, M5 antag -0.8, M4 PAM 0.6, M1 PAM 16.8, CRFBP-R2 agonist -0.1, M4 antag -1.6, M5 PAM 6.1 and CHRM1 antagonist -17.8.
For Cc1ccc(C)c(N2CCN(C(c3ccncc3)c3nnnn3Cc3ccccc3)CC2)c1 (centres undefined) the results were CHRM5 agonist -2.1, M4 ag 0.1, M5 antag 8.5, M4 PAM -0.1, M1 PAM -0.9, CRFBP-R2 agonist -0.6, M4 antag 3.6, M5 PAM -7.8 and CHRM1 antagonist -2.0.
COc1ccc2c(c1)CCC1C2CCC2(C)C(O)C(=O)CC12 (centres undefined) was read as CHRM5 agonist -4.9, M4 ag 0.7, M5 antag 9.8, M4 PAM -0.3, M1 PAM -4.6, CRFBP-R2 agonist -2.2, M4 antag -0.6, M5 PAM 1.0 and CHRM1 antagonist 4.4.
Screening CC(=O)SC1CC(=O)N(c2c(C)cccc2C)C1=O (centres undefined) returned CHRM5 agonist 5.4, M4 ag -0.3, M5 antag 0.0, M4 PAM 1.0, M1 PAM 10.4, CRFBP-R2 agonist -0.4, M4 antag 4.2, M5 PAM 20.8* and CHRM1 antagonist -9.2.
`Cc1cccc(C)c1OCc1cc(C(=O)N2CCCC2c2nonc2C)no1` (centres undefined) gave CHRM5 agonist -4.7, M4 ag 4.2, M5 antag 6.8, M4 PAM -1.8, M1 PAM 8.1, CRFBP-R2 agonist 2.0, M4 antag -2.6, M5 PAM -2.9 and CHRM1 antagonist -9.6.
For CNc1nc(-c2ccccc2)nc(-c2ccccc2)c1C#N the results were CHRM5 agonist -0.6, M4 ag 0.1, M5 antag -3.0, M4 PAM 12.1, M1 PAM 5.3, CRFBP-R2 agonist 1.5, M4 antag -6.8, M5 PAM -3.3 and CHRM1 antagonist -5.3.
For CCOc1ccc(NC(=S)NS(=O)(=O)c2cc(Br)ccc2OCC)cc1 the results were CHRM5 agonist -2.6, M4 ag -0.3, M5 antag 12.7, M4 PAM 1.6, M1 PAM 16.1, CRFBP-R2 agonist -5.3, M4 antag 9.2, M5 PAM 4.3 and CHRM1 antagonist -25.3.
Screening CCOc1ccc(CNC(=O)C2CCCN(c3nnc(C)c4c(C)n(-c5ccccc5)nc34)C2)cc1 (centres undefined) returned CHRM5 agonist -8.2, M4 ag -0.5, M5 antag -1.0, M4 PAM -1.6, M1 PAM -16.7, CRFBP-R2 agonist -5.4, M4 antag -6.2, M5 PAM 2.4 and CHRM1 antagonist 25.9.
`O=C(Cc1csc(N2CCOCC2)n1)N/N=C/c1cccc(O)c1` gave CHRM5 agonist 0.4, M4 ag 1.3, M5 antag 2.5, M4 PAM 12.2, M1 PAM 5.8, CRFBP-R2 agonist 1.1, M4 antag 1.7, M5 PAM 1.7 and CHRM1 antagonist -0.3.
COC(=O)c1ccc(OCC(O)CNCC(c2ccc(OC)cc2)N(C)C)c(OC)c1 (centres undefined) was read as CHRM5 agonist -6.0, M4 ag 1.1, M5 antag 2.9, M4 PAM -6.2, M1 PAM -11.1, CRFBP-R2 agonist -1.2, M4 antag 5.7, M5 PAM 0.9 and CHRM1 antagonist 12.2.
`COc1ccccc1NC(=O)CSc1nc(N)cc(N)n1` gave CHRM5 agonist 2.8, M4 ag 0.0, M5 antag -2.8, M4 PAM 5.2, M1 PAM 0.8, CRFBP-R2 agonist 0.5, M4 antag -2.4, M5 PAM -1.0 and CHRM1 antagonist -10.3.
For CCOC(=O)c1noc(C)c1C(=O)Nc1nccs1 the results were CHRM5 agonist -2.8, M4 ag 1.5, M5 antag -1.5, M4 PAM 9.0, M1 PAM 10.3, CRFBP-R2 agonist 2.0, M4 antag 0.2, M5 PAM -4.4 and CHRM1 antagonist -10.4.
For C=CCn1c(SCC2=C(C(=O)OCC)C(C)NC(=O)N2)nnc1C1CCCCC1 (centres undefined) the results were CHRM5 agonist -8.1, M4 ag 0.6, M5 antag -8.8, M4 PAM 8.7, M1 PAM 2.0, CRFBP-R2 agonist 2.4, M4 antag -20.4, M5 PAM 5.2 and CHRM1 antagonist 6.3.
Screening C=CCn1cc(C(=O)N2CCN(C)CC2)c(=O)c2cc(S(=O)(=O)N3CCCC3)ccc21 returned CHRM5 agonist -2.0, M4 ag 0.3, M5 antag 1.1, M4 PAM 2.7, M1 PAM 6.3, CRFBP-R2 agonist 1.3, M4 antag 0.4, M5 PAM -1.6 and CHRM1 antagonist -8.6.
Screening NC(=O)C1CCCN(C(=O)c2cccc(S(=O)(=O)N3CCCCCC3)c2)C1 (centres undefined) returned CHRM5 agonist 2.7, M4 ag 1.7, M5 antag -4.2, M4 PAM 2.0, M1 PAM 8.5, CRFBP-R2 agonist 1.0, M4 antag -2.3, M5 PAM 7.6 and CHRM1 antagonist -6.1.
CCOc1ccc(CNn2cnnc2)cc1 was read as CHRM5 agonist 4.2, M4 ag 0.9, M5 antag -0.8, M4 PAM 0.6, M1 PAM 15.0, CRFBP-R2 agonist -0.7, M4 antag -1.3, M5 PAM 2.2 and CHRM1 antagonist -18.8.
O=C(C1CCC(CNc2c(N3CCCCC3)c(=O)c2=O)CC1)N1CCN(C2CCCCC2)CC1 (centres undefined) was read as CHRM5 agonist -2.5, M4 ag 0.9, M5 antag -0.8, M4 PAM -5.4, M1 PAM 15.2, CRFBP-R2 agonist -0.9, M4 antag -1.1, M5 PAM 6.2 and CHRM1 antagonist -14.5.
Cc1ccc(S(=O)(=O)NC(CCC(N)=O)C(=O)NCc2ccc3c(c2)OCO3)c(C)c1 (centres undefined) was read as CHRM5 agonist -3.2, M4 ag 0.9, M5 antag 6.2, M4 PAM 7.1, M1 PAM 6.6, CRFBP-R2 agonist -1.6, M4 antag -12.8, M5 PAM -6.1 and CHRM1 antagonist -7.6.
`CC(C)Cn1c(-c2ccc(F)cc2)n[nH]c1=S` gave CHRM5 agonist -9.6, M4 ag -0.7, M5 antag 2.9, M4 PAM -11.3, M1 PAM -0.3, CRFBP-R2 agonist -0.7, M4 antag 18.4, M5 PAM -4.0 and CHRM1 antagonist 3.0.
`CCCc1nc2nc(C)c(NS(=O)(=O)c3ccc(C(C)(C)C)cc3)c(=O)n2[nH]1` gave CHRM5 agonist -1.8, M4 ag 1.9, M5 antag 19.3, M4 PAM -4.3, M1 PAM 9.1, CRFBP-R2 agonist -0.9, M4 antag 0.5, M5 PAM -5.2 and CHRM1 antagonist -3.6.
Screening O=C(NCc1ccccc1F)C1CCCN(c2cnccn2)C1 (centres undefined) returned CHRM5 agonist -2.7, M4 ag 0.9, M5 antag -8.9, M4 PAM 3.3, M1 PAM 8.2, CRFBP-R2 agonist -0.3, M4 antag -11.8, M5 PAM 3.5 and CHRM1 antagonist -15.4.
Screening CCn1cnc2c1c(=O)n(CC(=O)NN)c(=O)n2Cc1ccccc1 returned CHRM5 agonist -1.0, M4 ag 2.6, M5 antag 11.0, M4 PAM -1.5, M1 PAM -0.8, CRFBP-R2 agonist -1.9, M4 antag -4.1, M5 PAM -5.5 and CHRM1 antagonist 0.2.
`CCOc1ccc(-n2c(-c3ccc(Cl)cc3)c[n+]3c2SCC3)cc1` gave CHRM5 agonist -16.7, M4 ag 0.8, M5 antag 4.5, M4 PAM -18.5, M1 PAM -19.3, CRFBP-R2 agonist 0.5, M4 antag 15.6, M5 PAM -0.1 and CHRM1 antagonist 50.2*.
